PLC-gamma1 inh – blocks human PLC-gamma1 enzyme activity. P19174. purified PLC-gamma1, fluorogenic substrate, fluorescence. AID 720700. 370,000 compounds, 0.84% hits. inhibition, % at 12.2 µM; in the data active = inhibition above about 9.5%
HGIII-sPLA2 inh – Inhibits HGIII-sPLA2 liposome hydrolysis, primary screen; Q9NZ20; QFRET BODIPY PC-A2 liposome hydrolysis, fluorescence; inhibition, % at 12.2 µM; 370,000 compounds, 0.56% hits;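 active = inhibition above mean plus 3 SD of compounds lying within the high and low control bounds, cut at about 19% in these data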;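 also: 0% = median of test compound wells and 100% = no enzyme DMSO wells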
proKLK7 act – activators of human kallikrein-7 zymogen. purified proKLK7, EDANS-DABCYL substrate fluorescence; 100% is mature enzyme control, 0% vehicle. activation, % at 7 µM. 370,000 compounds, 0.9% hits. AID 652039;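 active = activation above the mean of all tested compounds plus 3 SD, computed per campaign excluding outliers beyond control limits, cut at about 13% in these data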
Tn7 DDE FP – disrupts Tn7 cyclic peptide binding to fibrin D-Dimer-E complex. 370,000 compounds, 0.13% hits. FP displacement of FITC-Tn7 peptide from fibrin DD(E); 0% = median of compound wells per plate. P02675. inhibition, % at 8.3 µM;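 active = inhibition above the mean of compounds falling within the control limits plus 3 SD of them, cut at about 14% in these data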;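 also: 0% = plate median of compound wells and 100% = 10 µM Aha-Tn7 peptide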
Target sequence (P02675 whole entry, looked up): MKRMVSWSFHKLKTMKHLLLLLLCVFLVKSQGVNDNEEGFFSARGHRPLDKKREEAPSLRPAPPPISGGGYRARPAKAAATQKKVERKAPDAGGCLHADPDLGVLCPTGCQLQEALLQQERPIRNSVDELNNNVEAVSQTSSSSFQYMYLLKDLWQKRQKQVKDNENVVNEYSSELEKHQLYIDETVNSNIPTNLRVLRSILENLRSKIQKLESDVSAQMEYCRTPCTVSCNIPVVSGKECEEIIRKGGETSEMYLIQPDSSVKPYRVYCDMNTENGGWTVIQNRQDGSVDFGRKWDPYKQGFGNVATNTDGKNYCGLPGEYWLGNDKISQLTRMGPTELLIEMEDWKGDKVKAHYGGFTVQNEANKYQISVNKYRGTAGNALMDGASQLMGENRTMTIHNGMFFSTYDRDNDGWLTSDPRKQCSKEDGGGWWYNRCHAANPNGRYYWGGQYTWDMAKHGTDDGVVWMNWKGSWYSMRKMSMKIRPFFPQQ
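Also added: labelled Tn7 tracer, 0.1 µM; Assay system: human fibrin DD(E) protein; Amount: 2 µM fibrin DD(E); Schedule: 10 min compound pre-incubation, 3 h probe incubation at room temperature; Repeats: one replicate per compound; Read-out basis: percent inhibition; Measured by: fluorescence polarization of the labelled Tn7 tracer.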
ARFGAP1 inhibitor – inhibits rat ARF GTPase activating protein 1; Q62848; Arfgap1-stimulated ARF1 GTP hydrolysis, GDP FP detection; inhibition, % at 16.5 µM; 360,000 compounds, 0.26% hits; AID 651572;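 active = inhibition above a per-plate limit, mean inhibition of low control wells plus 3 SD, cut at about 25% in these data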;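 also: 0% = DMSO wells with enzyme and 100% = wells lacking Arfgap1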
Target sequence (Q62848 1-136 limits assumed): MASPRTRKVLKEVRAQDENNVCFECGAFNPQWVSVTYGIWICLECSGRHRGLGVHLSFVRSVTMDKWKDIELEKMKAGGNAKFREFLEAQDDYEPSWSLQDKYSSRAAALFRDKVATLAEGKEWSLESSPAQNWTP
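System: truncated rat Arfgap1 GAP domain / Medium: HEPES-based buffer, pH 7.5 / Also added: N-terminally truncated human ARF1-GTP substrate / Incubation: enzyme reaction 120 min at 25 °C after 20 min preincubation / Measured by: FP of antibody-bound GDP Alexa 633 tracer, ex 620/em 688 nm / Replicates: singlicate, each compound tested once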
Rev-erbA mod – modulates human Rev-erb alpha binding to DNA | P20393 | Rev-erbα–FITC-DNA binding, fluorescence polarization, 90 min | activity, % at 10 µM | 370,000 compounds, 0.79% hits | AID 1259318;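 active = activity above about 14%, limit read from the data; passing the limit was not always enough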;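 also: 0% = DMSO wells with 35 nM protein and 100% = DMSO wells with 750 nM protein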
UHRF1 MBD2 ctr – UHRF1 methyl-DNA binding inhibition; UHRF1 binding to methylated oligo, TR-FRET; 370,000 compounds, 0.75% hits; inhibition, % at 4.4 µM; in the data active = inhibition above about 21%;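 also: UHRF1 SRA domain binding a hemimethylated CpG hairpin DNA probe; 0% = median of test compound wells and 100% = reference inhibitor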
ASAP1 inh – inhibitors of human ASAP1 ArfGAP activity. 360,000 compounds, 0.19% hits. Q9ULH1. ASAP1-stimulated ARF1 GTP hydrolysis, GDP FP detection. inhibition, % at 16.5 µM; in the data active = inhibition above about 25%;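 also: 0% = vehicle with enzyme and substrate and 100% = no enzyme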
PLC-beta3 inh – PLC-beta3 (human) inhibition, primary screen. Purified PLC-beta3, fluorogenic substrate, fluorescence. inhibition, % at 12.2 µM. 370,000 compounds, 0.18% hits; in the data active = inhibition above about 11%;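 also: 0% = median of compound wells on plate and 100% = full blocker control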
Tn6 DDE FP – DD(E)-Tn6 binding inhibition, primary FP screen; Fibrin DD(E) TRITC-Tn6 fluorescence polarization displacement; AID 720509; inhibition, % at 8.3 µM; P02675; 370,000 compounds, 0.21% hits;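 active = inhibition above a per-campaign cutoff: mean of compounds within control limits plus 3 SD, cut at about 15% in these data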;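 also: 0% = median of all compound wells on the plate and 100% = blocking peptide control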
An asterisk follows results filed as active.

nr	Structure	PLC-gamma1 inh	HGIII-sPLA2 inh	proKLK7 act	Tn7 DDE FP	ARFGAP1 inhibitor
1	CC(Oc1cccc(F)c1)C(=O)/C=C\N(C)C (configuration not stated)	-2	-16	0.9	-4	-11
2	CCN(CC)S(=O)(=O)c1ccc(NC(=O)c2cc(-c3ccccc3)nc3ccccc23)cc1	-1	6	0.0	9	1
3	O=C(Cc1ccccc1[N+](=O)[O-])NCc1ccc2c(c1)OCO2	1	6	0.1	2	-3
4	Cc1ccc(N2CC(C(=O)Nc3nnc(SCC(=O)Nc4nc(C)cs4)s3)CC2=O)cc1 (configuration not stated)	-3	2	0.5	3	8
5	COc1cc(-c2cc3nc(NCCc4ccc(S(N)(=O)=O)cc4)ccn3n2)cc(OC)c1OC	-94	-27	0.4	4	12
6	O=C(COC(=O)c1ccccc1O)Nc1cc([N+](=O)[O-])ccc1Cl	2	4	-0.1	2	1
7	COc1ccccc1NC(=O)C(CC(C)C)NC(=O)C1CCCCC1 (configuration not stated)	3	0	0.4	-8	1
8	CCOC(=O)CN1C(=O)N[C@@H](c2ccccc2)[C@@H](C(=O)OC)[C@H]1C	-1	3	0.2	-1	-7
9	COc1ccc(NC2CCCN(C(=O)CCN3CCCC3=O)C2)cc1OC (configuration not stated)	-15	2	-0.4	-1	8
10	COc1cc(/C=N/NC(=O)CNC(=O)c2ccncc2)ccc1OC(C)=O	-1	3	0.1	2	-9
11	CCOc1ccc(S(=O)(=O)NC(=O)c2ccccc2)cc1	1	7	0.4	0	1
12	COC(=O)CCCC[C@@H]1O[C@H](CCc2ccccc2)Cc2[nH][nH]c(=O)c21	0	-28	0.8	-5	6

nr	Rev-erbA mod	UHRF1 MBD2 ctr	ASAP1 inh	PLC-beta3 inh	Tn6 DDE FP
1	2	1	1	-8	-2
2	8	3	-10	-1	0
3	-8	1	0	3	-1
4	-5	2	-10	-2	-3
5	2	2	-13	-128	-8
6	-13	-1	-1	-4	0
7	0	2	5	2	-4
8	5	0	2	0	1
9	-2	0	7	-23	-8
10	-2	-2	-2	-5	4
11	-2	3	-1	-7	-5
12	0	-8	-6	2	-10

Profiles, quoted from the list.
CCOC(=O)CN1C(=O)N[C@@H](c2ccccc2)[C@@H](C(=O)OC)[C@H]1C as listed: PLC-gamma1 inh = -1; HGIII-sPLA2 inh = 3; proKLK7 act = 0.2; Tn7 DDE FP = -1; ARFGAP1 inhibitor = -7; Rev-erbA mod = 5; UHRF1 MBD2 ctr = 0; ASAP1 inh = 2; PLC-beta3 inh = 0; Tn6 DDE FP = 1
CCN(CC)S(=O)(=O)c1ccc(NC(=O)c2cc(-c3ccccc3)nc3ccccc23)cc1 as listed: PLC-gamma1 inh = -1; HGIII-sPLA2 inh = 6; proKLK7 act = 0.0; Tn7 DDE FP = 9; ARFGAP1 inhibitor = 1; Rev-erbA mod = 8; UHRF1 MBD2 ctr = 3; ASAP1 inh = -10; PLC-beta3 inh = -1; Tn6 DDE FP = 0

Part of the list above, limited to proKLK7 act and Tn7 DDE FP:
nr	SMILES	proKLK7 act	Tn7 DDE FP
7	COc1ccccc1NC(=O)C(CC(C)C)NC(=O)C1CCCCC1 (configuration not stated)	0.4	-8
6	O=C(COC(=O)c1ccccc1O)Nc1cc([N+](=O)[O-])ccc1Cl	-0.1	2

Remaining list, next part:
nr	Structure	PLC-gamma1 inh	HGIII-sPLA2 inh	proKLK7 act	Tn7 DDE FP	ARFGAP1 inhibitor
13	Nc1cc(=O)[nH]c(SCc2cccc(Cl)c2)n1	10*	7	-0.8	-7	12
14	c1csc(-c2nc(-c3ccc(-c4ccon4)s3)no2)c1	-3	-1	0.1	-8	-4
15	Cc1cccc(S(=O)(=O)NC(=O)C2(C)CCN2C(=O)Cc2ccsc2)c1 (configuration not stated)	1	-10	0.7	-1	5
16	NC(=O)c1ccsc1NC(=O)COC(=O)C1CC2CCCC(C1)C2=O (configuration not stated)	0	0	0.2	-10	2
17	COc1ccc(CC(=O)Nc2cc(S(=O)(=O)Nc3ccc(OC)cc3)ccc2OC)cc1	1	-25	0.1	4	-7
18	Cc1cc(NCCc2ccc(Cl)cc2)n2ncnc2n1	2	-4	0.5	3	-3
19	COc1ccc(NC(=O)N(C)[C@H]2C[C@H]3c4[nH]c5ccc(-c6ccc(OC)cc6)cc5c4CCN3C[C@H]2[C@H](C)O)cc1	-81	-2	2.4	0	10
20	CC(C)(C)c1nnc(NC(=O)c2cccnc2)s1	-2	2	0.0	-5	-4
21	CCOC(=O)CC(=O)NC(CC(=O)OC)c1ccc(Br)cc1 (configuration not stated)	0	-15	-0.6	6	-14
22	N#CC1=C(N)OC2=C(C(=O)CCC2)C1Cc1ccccc1 (configuration not stated)	-4	-4	0.1	1	-5

nr	Rev-erbA mod	UHRF1 MBD2 ctr	ASAP1 inh	PLC-beta3 inh	Tn6 DDE FP
13	6	6	10	10	-1
14	21*	0	-7	-13	2
15	-2	2	-15	-4	-1
16	-3	1	3	-9	-2
17	4	-2	2	-5	-5
18	-2	-2	-1	2	2
19	-10	5	9	-114	-11
20	2	-2	-2	3	6
21	5	0	0	-6	2
22	4	-4	-8	-1	9

Four neighbouring compounds out of the list so far, quoted:
nr	Structure	PLC-gamma1 inh	HGIII-sPLA2 inh	proKLK7 act	Tn7 DDE FP	ARFGAP1 inhibitor
19	COc1ccc(NC(=O)N(C)[C@H]2C[C@H]3c4[nH]c5ccc(-c6ccc(OC)cc6)cc5c4CCN3C[C@H]2[C@H](C)O)cc1	-81	-2	2.4	0	10
20	CC(C)(C)c1nnc(NC(=O)c2cccnc2)s1	-2	2	0.0	-5	-4
21	CCOC(=O)CC(=O)NC(CC(=O)OC)c1ccc(Br)cc1 (configuration not stated)	0	-15	-0.6	6	-14
22	N#CC1=C(N)OC2=C(C(=O)CCC2)C1Cc1ccccc1 (configuration not stated)	-4	-4	0.1	1	-5

nr	Rev-erbA mod	UHRF1 MBD2 ctr	ASAP1 inh	PLC-beta3 inh	Tn6 DDE FP
19	-10	5	9	-114	-11
20	2	-2	-2	3	6
21	5	0	0	-6	2
22	4	-4	-8	-1	9

Source: PubChem BioAssay
